Screening results from PubChem.
HADH2 inh: qHTS Assay for Inhibitors of HADH2 (Hydroxyacyl-Coenzyme A Dehydrogenase, Type II). recombinant HADH2, NADH fluorescence, beta-hydroxybutyryl-CoA. hit rate 3.4% among 73,000. AID 886, 2007. Potency, µM (titrated, usually from 57.1 µM), inactives show top-dose activity change, negative = inhibition, most hits filed as inhibitors. 3-hydroxyacyl-CoA dehydrogenase type-2 (Homo sapiens), Q99714; also: potency is read from the fitted curve at half-maximal effect; % is scaled to controls: 0 for no effect and ±100 for the full control effect; nearly all actives have a fitted effect of over 60% in size; many of its hits are not listed in these tables
Target sequence (Q99714 whole entry, looked up, one chain of several): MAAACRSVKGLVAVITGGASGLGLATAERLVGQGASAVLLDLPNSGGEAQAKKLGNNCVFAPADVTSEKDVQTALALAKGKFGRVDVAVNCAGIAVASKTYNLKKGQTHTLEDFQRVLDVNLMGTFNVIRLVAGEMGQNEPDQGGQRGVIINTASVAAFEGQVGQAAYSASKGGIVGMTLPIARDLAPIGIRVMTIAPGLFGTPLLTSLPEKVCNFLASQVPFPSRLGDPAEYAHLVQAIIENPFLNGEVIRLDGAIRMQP
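Activity measured as NADH fluorescence gain (360/450 nm), taken as the change between first and last reads of a 4-min kinetic run. Conditions: pH 9.0 Tris buffer, 20 nM E. coli-expressed His-tagged enzyme, 1 mM NAD+, 90 uM beta-hydroxybutyryl-CoA; 15-min compound preincubation.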
Texas Red fluor: qHTS Assay for Spectroscopic Profiling in Texas Red Spectral Region; Compound fluorescence, Texas Red channel, 547/618 nm; hits give high values; max dye-equivalent concentration, M; hit rate 0.06% among 59,000; in the data active = max dye-equivalent concentration above about 10 nM; inconclusive = between about 1.1 nM and that limit
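Pin-transferred compounds and Texas Red standards go into 100 mM Tris buffer, pH 8.0. After 15 min at room temperature, plates are imaged with 547/618 nm filters. Each value is a dye-equivalent concentration derived from the per-plate dye curve.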
Fluorescein fluor: qHTS Assay for Spectroscopic Profiling in Fluorescein Spectral Region; Compound autofluorescence, 480/540 nm, fluorescein-equivalent; hits give high values; max fluorescein-equivalent concentration, M; hit rate 0.91% among 59,000; AID 593, 2007; in the data active = max fluorescein-equivalent concentration above about 10 nM; inconclusive = between about 1.1 nM and that limit
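First, buffer (100 mM Tris, pH 8.0) dispensed; second, compounds and fluorescein standards pinned in; third, 15 min room-temperature incubation; finally, imaging at ex 480 nm/em 540 nm. Fluorescence normalized against the six-point fluorescein curve.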
ALOX15 inhib: qHTS Assay for Inhibitors of 15-hLO (15-human lipoxygenase); purified 15hLO-1, xylenol orange hydroperoxide absorbance; hit rate 1.4% among 74,000; Potency, µM (highest dose often 57.1 µM), for the others: at the top dose activity change, negative = inhibition, most hits filed as inhibitors; Polyunsaturated fatty acid lipoxygenase ALOX15 (Homo sapiens), P16050; also: potency is read from the fitted curve at half-maximal effect; % is scaled to controls: 0 for no effect and ±100 for the full control effect; nearly all actives have a fitted effect of over 55% in size
Target sequence (P16050 whole entry, looked up): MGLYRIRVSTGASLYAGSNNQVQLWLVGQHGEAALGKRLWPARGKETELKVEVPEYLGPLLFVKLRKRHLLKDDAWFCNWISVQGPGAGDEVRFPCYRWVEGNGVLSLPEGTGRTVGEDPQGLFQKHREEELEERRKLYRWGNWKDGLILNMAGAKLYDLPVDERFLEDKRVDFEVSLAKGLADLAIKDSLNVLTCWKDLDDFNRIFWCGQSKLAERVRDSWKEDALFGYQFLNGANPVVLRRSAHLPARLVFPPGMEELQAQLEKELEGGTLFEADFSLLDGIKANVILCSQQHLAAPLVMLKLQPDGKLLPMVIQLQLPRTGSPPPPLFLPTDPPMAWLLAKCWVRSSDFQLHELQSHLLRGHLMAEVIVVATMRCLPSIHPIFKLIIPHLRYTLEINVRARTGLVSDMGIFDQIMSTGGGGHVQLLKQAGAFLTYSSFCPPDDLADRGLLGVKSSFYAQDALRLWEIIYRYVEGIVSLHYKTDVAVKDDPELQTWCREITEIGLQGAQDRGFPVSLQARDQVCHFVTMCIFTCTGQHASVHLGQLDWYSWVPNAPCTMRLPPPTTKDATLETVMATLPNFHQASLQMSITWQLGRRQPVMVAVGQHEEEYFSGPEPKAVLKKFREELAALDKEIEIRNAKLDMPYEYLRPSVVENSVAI
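Readout: Fe(III)-xylenol orange absorbance, 573-to-405 nm ratio as reaction progress. Enzyme 40 nM purified human 15hLO-1, substrate 50 uM arachidonic acid, 6 min RT after 15 min compound preincubation; Hepes pH 7.5 buffer with Triton X-100.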
Hsp90 Hop PPI: qHTS Assay for Disrupters of an Hsp90 Co-Chaperone Interaction; Hsp90 C-terminal peptide / TPR2A (Hop) interaction, human; AlphaScreen TPR2A-His6 binding biotin-Hsp90 C-terminal peptide; Potency, µM (doses to about 57 µM), inactives show at the highest dose activity change, negative = inhibition; hit rate 0.44% among 71,000; active = well fitted curve in either direction with a large enough effect; inconclusive = small, poorly fitted or top-dose-only effect, or another doubt; also: potency is read from the fitted curve at half-maximal effect; % is scaled to controls: 0 for no effect and ±100 for the full control effect; many of its hits are not listed in these tables
4MU fluor: qHTS Assay for Spectroscopic Profiling in 4-MU Spectral Region; compound autofluorescence, 340/450 nm, 4-MU equivalents; hits give high values; max dye-equivalent concentration, M; hit rate 11% among 59,000; AID 589, 2007; in the data active = max dye-equivalent concentration above about 10 nM; inconclusive = mostly about 1.1 nM to 9.6 nM
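Compounds in 100 mM Tris, pH 8.0, sat 15 min at room temperature before fluorescence was read at 340 nm excitation/450 nm emission; a per-plate six-point 4-MU standard curve converted signals to dye-equivalent concentration at each compound concentration.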
Rhodamine autofl: qHTS Assay for Spectroscopic Profiling in Rhodamine Spectral Region. AID 594, 2007. hit rate 0.05% among 59,000. max dye-equivalent concentration, M. Rhodamine-region fluorescence, 547/598 nm, Tris buffer; hits give high values; in the data active = max dye-equivalent concentration above about 11 nM; inconclusive = between about 1.1 nM and that limit
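Intensities are converted to rhodamine-equivalent concentration using a six-point rhodamine standard on each plate. Compounds sit 15 min at room temperature in 100 mM Tris buffer, pH 8.0; read uses the 547/598 nm excitation/emission pair.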
GFP derepression: qHTS Assay for Epigenetic Modulators; mouse C127i GFP locus derepression, cytometry, 30 h; Potency, µM (top dose mostly 46.1 µM), for inactives: at the top dose GFP derepression (activation); hit rate 0.09% among 68,000; AID 597, 2007; also: % of control where 0% means no effect
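Read-out is the number of GFP-positive cells, scored as fluorescent objects 20 to 120 um wide, reflecting derepression of a silenced CMV-GFP reporter in murine C127i cells after 30 h compound exposure at 37 C.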
Ub-GFP proteasome: Ubiquitin-GFP Assay. Potency, µM (series often up to 45.9 µM), for the others: at the highest dose activation (GFP accumulation), most hits filed as activators. Ubiquitin-GFP reporter cells, proteasome inhibition, GFP fluorescence; response scale: untreated = 0%, 10 µM MG-132 = 100%. 67,000 tested, under 10 active; active = well fitted activation curve with a large enough effect, not every such curve was filed as active; inconclusive = small, poorly fitted or top-dose-only effect, or another doubt; inactive = no such curve, though single readings can be large or run the other way; also: potency is read from the fitted curve at half-maximal effect
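Reporter cells (U2OS, ubiquitin-G76V-GFP fusion) are plated overnight, then treated 4 hr at 37 °C with compound titrations from 46 uM down to 2.9 nM. Activity is scaled against untreated cells and 10 uM MG-132.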
HBB splice mod: qHTS Assay for Modulators of Hemoglobin Beta Chain Splicing; hit rate 0.06% among 65,000; HBB splicing reporter cell assay, activation; EGFP reporter with mutant IVS2-654 intron; response scale: normalised to 500 nM splice-correcting PNA; Potency, µM (doses to about 46.1 µM), without a hit: top-dose activation, most hits filed as activators; AID 925, 2007; also: potency is read from the fitted curve at half-maximal effect; 0% is about no effect
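HeLa cells stably expressing EGFP interrupted by mutant beta-globin intron 2 (IVS2-654), 500/well in 2% FCS. Treated with compound for 2 days at 37C. Splicing correction scored as total well GFP intensity (488 nm excitation, 500-520 nm emission); 500 nM antisense PNA served as control.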
DNA Pol III inh: qHTS Assay for Inhibitors of DNA Polymerase III Holoenzyme System; reconstituted DNA polymerase III holoenzyme replication, biochemical; Potency, µM (series often up to 57.1 µM), inactives show at the highest dose activity change, negative = inhibition; hit rate 0.25% among 71,000; AID 603, 2007; also: potency is read from the fitted curve at half-maximal effect; % is scaled to controls: 0 for no effect and ±100 for the full control effect
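Reconstituted *E. coli* holoenzyme (0.35 nM Pol III, 1 nM beta, 154 nM SSB, 2 nM primase) was preincubated with compound for 15 min at RT. Synthesis on 1.4 nM ssM13Gori ran 35 min, then was stopped with PicoGreen/EDTA and read as dsDNA fluorescence.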
An asterisk follows results filed as active; i = inactive; ? = inconclusive; . = no result given; [ ] = dose if it differs, or a comment. Unless noted, calls follow the shape of the dose curve; as a rule, active = well fitted curve in the direction sought with a large enough effect; inconclusive = small, poorly fitted or top-dose-only effect, or another doubt; inactive = no such curve, though single readings can be large; an effect the other way counts as inactive or inconclusive. Not all compounds are listed. The share of hits here may be higher or lower than overall.

The line under a structure holds: Hsp90 Hop PPI | GFP derepression | 4MU fluor | ALOX15 inhib | HADH2 inh | Ub-GFP proteasome | HBB splice mod | Fluorescein fluor | DNA Pol III inh | Rhodamine autofl | Texas Red fluor
> COc1ccccc1C(=O)N1CCCN(C(=O)c2ccccc2OC)CC1
 : -3% | 2% | i | 2% | 0% | -8% | -0.2% | i | -7% | i | i
> CCc1ccc(CCC(=O)Nc2nc(CC(C)=O)ns2)o1
 : -4% | 0% | i | -24% | ? | -1% | -1.4% | ? | -3% | i | ?
> C=CCn1c(N)c(C(=O)NCC2CCCO2)c2nc3ccccc3nc21 (stereo unspecified)
 : ? | 0% | 3.8e-06M* | -9% | i | -11% | -0.7% | i | 0% | i | i
> COCC(C)NC(=O)NC(=O)c1ccc(Cl)cc1 (stereo unspecified)
 : -3% | 0% | i | -3% | 9% | -4% | 0.5% | i | 1% | i | i
> CC(C)(C)NC(=O)C(OC(=O)Cn1nnc(-c2ccc(F)cc2)n1)c1ccncc1 (stereo unspecified)
 : 1% | 0% | i | 3% | 7% | -1% | . | i | 1% | i | i
> O=C1C(=O)c2ccccc2C(O)=C1Cc1ccccc1
 : -8%[11 µM] | 3%[9.22 µM] | i | 3%[11.4 µM] | 7%[11.4 µM] | -6%[9.17 µM] | 2.8%[9.22 µM] | ? | -15%[11.4 µM] | i | i
> COc1ccc(-c2noc(N(C)CC(=O)Nc3cccc(C(F)(F)F)c3)n2)cc1
 : 19% | 0% | i | ? | 7% | -7% | -1.2% | ? | 3% | i | i
> O=C(Nc1cccnc1)c1cnc2ccccc2n1
 : -3% | -1% | i | 0% | -1% | 2% | 1.7% | i | -12% | i | i
> CCC(=O)N/C=C/n1cnc2cc(C(F)(F)F)ccc21
 : -1% | 1% | i | 6% | 7% | 0% | -0.4% | ? | -1% | i | i
> CCC(=O)N(Cc1cc2cc(OC)ccc2[nH]c1=O)c1ccccc1C
 : -3% | 0% | 2e-07M* | -5% | -13% | 2% | . | i | 0% | i | i
> Cc1ccc(C(C(=O)NC2CCCCC2)N(C(=O)c2csnn2)C2CC2)o1 (stereo unspecified)
 : -1% | -2% | i | 4% | 8% | 5% | 0.2%[57.5 µM] | i | -1% | i | ?
> CC(C)NC(=O)N1CC[C@@]2(CCCN(C(=O)Oc3ccccc3)C2)C1
 : -4% | 0%[9.22 µM] | i | 7% | 0% | -4% | 1.4% | i | -2% | i | ?
> CN(C)CCN1C(=O)C(O)=C(C(=O)c2cc3ccccc3o2)C1c1ccc(N(C)C)cc1 (stereo unspecified)
 : -9% | . | . | -12% | -14% | 7% | 0.7% | . | -8% | . | .
> NCCCCCc1nnc(SCC(=O)c2ccc(Cl)cc2)o1
 : -1% | 0% | i | ? | ? | -3% | -1.0% | i | -1% | i | ?
> O=C(c1ccc2c(c1)OCO2)N(c1ccccc1)C1C=CS(=O)(=O)C1 (stereo unspecified)
 : -5% | 0% | i | 6% | 0% | 4% | -0.5% | i | -2% | i | i
> CCOc1ccc(C2CC(c3cccc(C)c3)n3nc(N)nc3N2)cc1 (stereo unspecified)
 : -7%[2.3 µM] | . | . | 14% | -5% | 20% | 1.0% | . | -1% | . | .
> CC(OC(=O)c1ccco1)C(=O)NCc1cccs1 (stereo unspecified)
 : -2% | -3% | i | -11% | -12% | 4% | . | i | 2% | i | i
> Cc1ccc(CNC2=NCCCCC2)n1C
 : -4% | 0% | ? | 20µM* | 6% | -2% | -0.1%[57.5 µM] | ? | 0% | i | i
> CN(C)CCNC(=O)c1ccc2c(c1)N(Cc1ccc(F)cc1)CCS2
 : -10% | 0% | . | 0% | ? | -6% | -0.2% | . | -7% | . | .
> Cc1ccc(-n2nnc3c(=O)n(Cc4cc(C)ccc4C)cnc32)cc1
 : -3% | 6% | i | 11% | 5% | 0% | 0.8% | i | -1% | i | i
> COc1ccc2cc3cc(C(=O)NCC4CCCO4)oc3nc2c1 (stereo unspecified)
 : -3% | -1% | 8.6e-06M* | 0% | 3.2µM* | 0% | 0.8% | i | -2% | i | i
> CC(C)(CN)SCc1ccccc1
 : 2%[11 µM] | 0%[9.22 µM] | i | 14%[11.4 µM] | 6%[11.4 µM] | -3%[9.17 µM] | 2.4%[9.22 µM] | i | -4%[11.4 µM] | i | i
> O=C(O)C1C2CCC(C2)C1C(=O)NCc1ccccn1 (stereo unspecified)
 : -10% | -1% | i | 1% | 5% | -6% | 0.8% | i | -1% | i | i
> CCOCCOc1nc2c(c(=O)n(C)c(=O)n2C)n1CCc1ccccc1
 : 1% | -1% | i | 2% | -4% | -3% | . | i | -4% | i | i
> CCC(Sc1nc(C)cc(=O)[nH]1)C(=O)Nc1nc2c(s1)CCCC2 (stereo unspecified)
 : 4% | 5% | i | -5% | -11% | -14% | -3.5% | i | 1% | i | ?
> CN(C)Cc1ccccc1-c1nccc(NCc2cccs2)n1
 : -6% | -3%[9.22 µM] | i | 0% | 11% | 0% | -0.2% | 1.1e-08M* | -5% | i | i
> c1ccc(Cn2nnnc2CN2CCN(c3ncccn3)CC2)cc1
 : 1% | 1% | i | 1% | -4% | -2% | . | i | -10% | i | i
> COc1ccc(C(=O)Nc2ccccc2C(N)=O)cc1
 : -1% | -3% | i | -2% | 2% | -5% | -1.6% | i | -3% | i | i
> CCc1ccc(C(=O)CSc2ncn[nH]2)cc1
 : 0% | 3% | i | 0% | ? | -5% | . | i | -4% | i | i
> CC(=O)c1c(C)[nH]c(C(=O)N2c3ccccc3CC2C)c1C (stereo unspecified)
 : -2% | -3% | . | -9% | -9% | -10% | -0.4% | . | 1% | . | .

Arranged by formula weight (low to high): part of the list above.
The line under a structure holds: Hsp90 Hop PPI | GFP derepression | 4MU fluor | ALOX15 inhib | HADH2 inh | Ub-GFP proteasome | HBB splice mod | Fluorescein fluor | DNA Pol III inh | Rhodamine autofl | Texas Red fluor
> COc1ccc(C(=O)Nc2ccccc2C(N)=O)cc1
 : -1% | -3% | i | -2% | 2% | -5% | -1.6% | i | -3% | i | i
> COCC(C)NC(=O)NC(=O)c1ccc(Cl)cc1 (stereo unspecified)
 : -3% | 0% | i | -3% | 9% | -4% | 0.5% | i | 1% | i | i
> c1ccc(Cn2nnnc2CN2CCN(c3ncccn3)CC2)cc1
 : 1% | 1% | i | 1% | -4% | -2% | . | i | -10% | i | i
> CCOCCOc1nc2c(c(=O)n(C)c(=O)n2C)n1CCc1ccccc1
 : 1% | -1% | i | 2% | -4% | -3% | . | i | -4% | i | i
> CN(C)CCNC(=O)c1ccc2c(c1)N(Cc1ccc(F)cc1)CCS2
 : -10% | 0% | . | 0% | ? | -6% | -0.2% | . | -7% | . | .
> CN(C)CCN1C(=O)C(O)=C(C(=O)c2cc3ccccc3o2)C1c1ccc(N(C)C)cc1 (stereo unspecified)
 : -9% | . | . | -12% | -14% | 7% | 0.7% | . | -8% | . | .

Next part:
The line under a structure holds: Hsp90 Hop PPI | GFP derepression | 4MU fluor | ALOX15 inhib | HADH2 inh | Ub-GFP proteasome | HBB splice mod | Fluorescein fluor | DNA Pol III inh | Rhodamine autofl | Texas Red fluor
> CC(C)N(Cc1nc(-c2ccccc2)no1)C(=O)CN(C)S(=O)(=O)c1ccccc1
 : -2% | -2% | i | -2% | 8% | -4% | -0.9% | i | -6% | i | ?
> Cc1ccc(C)c(C(=N)c2ccccc2Cc2ccccc2)c1
 : 9%[11 µM] | -3%[9.22 µM] | i | 6%[11.4 µM] | 6%[11.4 µM] | 5%[9.17 µM] | -0.5%[9.22 µM] | ? | -6%[11.4 µM] | i | i
> Cc1ccnc(SCC(=O)N2CCC(C(N)=O)CC2)n1
 : -8% | 3% | i | -8% | 4% | 4% | -0.9% | ? | 0% | i | i
> COc1cc(C(=O)NCc2cn3ccsc3n2)cc(OC)c1OC
 : -2% | -2% | i | 3% | 5% | 9% | -0.7% | i | -1% | i | i
> CCSc1oc(-c2ccco2)nc1S(=O)(=O)c1ccccc1
 : 2% | 0% | i | -22% | -8% | 2% | -1.3% | ? | 2% | i | i
> O=C(O)CCSc1nc2ccccc2c(=O)[nH]1
 : ? | 0% | i | 8% | 9% | 4% | -1.6%[1.84 µM] | i | 3% | i | i
